Chronic BCR inh = inhibitors of chronic active B-cell receptor signaling | ABC-DLBCL IkBa-CBG/CBR reporter, luminescence ratio, 4 h | Potency, µM (titrated, usually from 46.1 µM), without a hit: at the top dose ratio change, negative = lower green/red ratio, most hits filed as inhibitors | AID 493014 | hit rate 0.05% among 340,000; active means well fitted inhibition curve with a large enough effect in the signal ratio, with a control signal flat, not every such curve was filed as active; inconclusive means small, poorly fitted or top-dose-only effect, or effect the other way, or a change in a side signal; the % refers to the signal ratio;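 further: potency means the concentration at half of the fitted maximal effect; plate controls were basal doxycycline-induced cells for no effect and cells given 10 µM MG132 for full effect; MG132 reads +100%, hits lower the ratio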
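Doxycycline induced both beetle luciferases in TMD8 lymphoma cells; IKK-driven degradation limits the IkappaBalpha-fused green signal, while red luminescence normalises for cell number and nonspecific effects. Compounds tested up to 46 uM, 4 hrs.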
A-T KAP1 phos = candidate therapy for ataxia-telangiectasia. Potency, µM (highest dose often 57.5 µM), without a hit: top-dose activation, actives largely listed as activators. AID 485349. […] A-T fibroblasts, KAP-1 phosphorylation AlphaLISA; neocarzinostatin DNA damage 30 min before lysis. hit rate 0.19% among 320,000; further: potency means the concentration at half of the fitted maximal effect; % of control where 0% means no effect; nearly all actives have a fitted effect of over 45% in size
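hTERT-immortalized A-T patient fibroblasts ([…]), 500 cells/well in OPTI-MEM, 1% FBS, got compounds for 60 min, then NCS for 30 min at 37C. Lysates were then assayed for phospho-KAP-1 by AlphaLISA (anti-pKAP1 donor, anti-KAP1 acceptor beads), 6 hr at 25C.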
Tb PFK inh = inhibitors of T. brucei phosphofructokinase | T. brucei PFK, ADP-Glo luminescence | hit rate 0.17% among 330,000 | O15648 | Potency, µM (titrated, usually from 57.5 µM), for the others: at the highest dose activity, negative = inhibition, most hits filed as inhibitors;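 further: potency means the concentration at half of the fitted maximal effect; 0% = uninhibited 1x PFK enzyme wells and -100% = no-enzyme wells; nearly all actives have a fitted effect of over 60% in size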
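Luminescent ADP detection (ADP-Glo, two-step: ATP depletion then ADP-to-ATP conversion for luciferase) reported PFK activity after 45 min room-temperature reaction of 1.25 nM enzyme with 0.5 mM F6P and 0.1 mM ATP at pH 8.0.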
CXXC DNA block = MLL CXXC-DNA interaction inhibition | Q03164 | MLL-CXXC / FITC-HOXA9 DNA fluorescence polarization | Potency, µM (top dose mostly 115 µM), for the others: at the top dose activity change, negative = inhibition, usual class: inhibitors | hit rate 0.037% among 290,000 | AID 2662; active means well fitted inhibition curve with a large enough effect in the polarisation, with a control signal flat, not every such curve was filed as active; inconclusive means small, poorly fitted or top-dose-only effect, or effect the other way, or a change in a side signal; inactive means no such curve, though single readings can be large or run the other way; the % refers to the polarisation; further: potency means the concentration at half of the fitted maximal effect
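Steps: dispense CXXC domain solution (7 uM) → pin compounds or unlabeled HOX-A9 DNA control → 5 min ambient → add FLSN-HOX-A9 solution (50 nM) → spin → 30 min ambient → fluorescence polarization. Tris pH 7.5/NaCl/DTT/BSA buffer.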
hERG WT inh = inhibitors of human wildtype KCNH2 potassium channel | hit rate 0.37% among 340,000 | AID 720551 | Q12809 | U2OS, BacMam KCNH2, thallium flux FluxOr; hits give low values | activity change, % at 1.84 µM;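 active means maximum activity change below -70%; inconclusive means maximum activity change between -70% and -50%; inactive means maximum activity change above -50%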; further: on the % scale 0 is the no-effect control and ±100 the full control effect
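U2OS cells transduced with wild-type KCNH2 virus are loaded with FluxOr dye for 45 min, and thallium flux is measured in kinetic reads before and after stimulation buffer. Rate constants are normalized to DMSO controls.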
TSHR antag = blocks TSH signaling through the human TSH receptor | P16473 | TSHR-expressing cells, TSH-stimulated cAMP HTRF, 2 h; hits give low values | activity change, negative = inhibition, % at 11.5 µM | hit rate 0.2% among 330,000 | AID 504810;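 active means activity change below a set negative limit, meaning inhibition stronger than a set level, cut at about -70% in these data; inconclusive means activity change between two set negative limits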; further: on the % scale 0 is the no-effect control and ±100 the full control effect
Target sequence (P16473 whole entry, looked up): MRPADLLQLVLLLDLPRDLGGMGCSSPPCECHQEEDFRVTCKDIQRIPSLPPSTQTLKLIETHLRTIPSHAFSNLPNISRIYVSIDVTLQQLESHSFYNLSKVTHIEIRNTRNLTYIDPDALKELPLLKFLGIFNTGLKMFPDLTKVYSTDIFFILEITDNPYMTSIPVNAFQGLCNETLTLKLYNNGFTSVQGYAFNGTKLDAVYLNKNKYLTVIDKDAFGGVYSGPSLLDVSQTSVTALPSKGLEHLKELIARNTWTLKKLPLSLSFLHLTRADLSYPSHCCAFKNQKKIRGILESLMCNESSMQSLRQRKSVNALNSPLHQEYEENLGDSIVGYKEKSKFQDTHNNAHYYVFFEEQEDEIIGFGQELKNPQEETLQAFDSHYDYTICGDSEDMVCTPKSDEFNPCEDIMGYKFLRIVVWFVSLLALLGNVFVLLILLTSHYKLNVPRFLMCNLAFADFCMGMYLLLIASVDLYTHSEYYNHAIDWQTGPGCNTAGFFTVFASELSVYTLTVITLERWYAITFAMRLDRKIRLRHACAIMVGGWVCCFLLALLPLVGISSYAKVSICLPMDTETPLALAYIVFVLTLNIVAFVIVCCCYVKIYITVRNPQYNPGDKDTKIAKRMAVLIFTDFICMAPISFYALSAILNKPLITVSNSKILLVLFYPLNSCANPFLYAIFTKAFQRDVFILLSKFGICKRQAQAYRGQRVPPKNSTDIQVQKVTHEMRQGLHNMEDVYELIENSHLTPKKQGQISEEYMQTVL
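Cell-based HTRF cAMP assay; TSHR cells + compound, TSH EC80 (4nM final), 2 h, 37 deg C. Lysis with anti-cAMP cryptate and cAMP-d2, 30 min RT, read 665/620 nm.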
GALK inh = blocks human galactokinase activity. AID 1868. P51570. Potency, µM (highest dose often 57.5 µM), inactives show top-dose activity change, negative = inhibition, usual class: inhibitors. Purified GALK, Kinase-Glo residual ATP luminescence. hit rate 0.007% among 270,000; further: potency means the concentration at half of the fitted maximal effect; on the % scale 0 is the no-effect control and ±100 the full control effect
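5 nM enzyme, 35 uM ATP, 100 uM galactose, 20 mM HEPES pH8.0, 5 mM MgCl2; 1 h RT; residual ATP by Kinase-Glo Plus luminescence, qHTS format.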
TCR activator = activates T cell receptor signaling | primary human leukocytes, anti-CD3, IL-2 HTRF, 48 h | Potency, µM (top dose mostly 9.22 µM), inactives show at the top dose activation of IL-2 secretion, most hits filed as activators | 330,000 tested, under 10 active | AID 504894; further: % of control where 0% means no effect
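IL-2 produced over 48 hr by a-CD3 bead-stimulated primary human leukocytes exposed to compounds was detected with a homogeneous time-resolved FRET immunoassay, 665nm acceptor signal after 320nm excitation.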
FBPA coupling cs = inhibits coupling enzyme system, counter-screen for aldolase hits; coupling enzyme system counterscreen, AmpLite Red fluorescence; activity change, negative = inhibition, % at 58.2 µM, hits read low; hit rate 0.67% among 290,000; AID 2472; in the data active means activity change below about -30%; further: on the % scale 0 is the no-effect control and ±100 the full control effect
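Fluorescence at 525 nm excitation and 598 nm emission measured inhibition of the coupled detection system without aldolase. Compounds (at 57.5 uM final) were preincubated 10 min at room temperature with coupling enzyme reagent before a 20 min substrate/AmpLite Red step.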
Giardia killer = Giardia lamblia killing; activity change, % at 7.66 µM, hits read low; hit rate 0.15% among 340,000; Giardia lamblia trophozoite viability; in the data active means activity change below about -80%; inconclusive means between about -30% and that limit;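 further: parasites exposed to compound for two days anaerobically before the ATP read; on the % scale 0 is the no-effect control and ±100 the full control effect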
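Trophozoite viability was measured as ATP-dependent luminescence, read 15-30 min after reagent addition. Before that, parasites at 100 cells/well were exposed to compounds for 48 h, anaerobically, at 37 deg C.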
The depositor's hits bear a star; ? = inconclusive; . = no result given; [ ] = dose if it differs, or a comment. Unless noted, the call rests on the fitted dose curve; in most records, active means well fitted curve in the direction sought with a large enough effect; inconclusive means small, poorly fitted or top-dose-only effect, or another doubt; inactive means no such curve, though single readings can be large; an effect the other way counts as inactive or inconclusive.

SMILES	Chronic BCR inh	A-T KAP1 phos	Tb PFK inh	CXXC DNA block	hERG WT inh	TSHR antag	GALK inh	TCR activator	FBPA coupling cs	Giardia killer
CC1CCN(c2ccc(C(=O)N3CCOCC3)cc2[N+](=O)[O-])CC1	6.2%	-8.5%	0.0%	-10.6%	5.4	4.8	-1.1%	11.1%	-1.3	-6.8
CCOc1cc(C)c(C(C)C)cc1S(=O)(=O)NCc1ccccn1	.	.	.	-2.4%	-10.4	.	3.2%	7.4%	7.7	-6.6
O=C(NCc1cccs1)c1cccnc1C(=O)O	0.9%	2.8%	5.4%	9.5%	-3.1	6.9	0.1%	-0.1%	1.8	14.6
CCn1c(CCNC(=O)c2ccc(Cl)cc2)n[nH]c1=S	-0.1%	0.2%	-12.2%	1.0%	-3.2	0.7	0.9%	-5.5%	-0.4	-2.2
O=C(COC(=O)c1ccc(S(=O)(=O)C(F)F)cc1)NC(=O)NC1CCCCC1	-2.1%	1.2%	-5.3%	.	-1.1	1.1	.	1.9%	.	15.1
Cc1ccc(NC(=O)c2cc([N+](=O)[O-])ccc2N2CCOCC2)cc1C	?	-2.7%	-11.0%	4.8%	6.2	-11.6	-0.8%	1.9%	.	-15.6
Cc1nc2ccccc2n1CC(=O)N/N=C\c1ccccn1	-9.7%	-1.3%	-3.0%	-17.8%	5.4	4.0	3.1%	-27.1%	0.9	-6.6
COc1cc(CNCCc2ccccc2)cc(Cl)c1OCc1ccccc1	?	17.4%	-10.7%	36.0%[activator]	-46.7	9.5	1.5%	5.7%	-0.8	-5.7
O=C(NCc1ccccc1)c1csc2c1CCCCC2	?	.	2.1%	2.2%	-1.5	-8.4	2.7%	2.3%	2.3	-2.6
Cc1cc(C)n(-c2ccc(C(=O)NCC(=O)Nc3cc(Cl)ccc3Cl)cc2)n1	0.8%	3.2%	2.5%	.	4.7	.	.	.	.	18.6
CCOC(=O)c1sc(N2C(=O)C(O)=C(C(=O)c3ccco3)C2c2ccc(C)o2)nc1C (stereo not drawn)	?	-0.7%	-0.6%	11.7%	6.7	9.0	-2.6%	4.2%	1.7	3.9
Fc1ccccc1N1CCN(C2CCCN(Cc3ccccc3C(F)(F)F)C2)CC1 (stereo not drawn)	-2.1%	7.7%	-1.5%	2.7%	3.9	-9.0	2.8%	-0.2%	2.9	1.1
CN(N)c1nc(C(F)(F)F)nc2ccccc12	4.7%	1.1%	-2.0%	4.2%	-1.9	-1.2	-1.8%	-6.9%	-0.3	2.5
O=C(Cc1ccc(S(=O)(=O)N2CCOCC2)s1)Nc1cc(Cl)ccc1Cl	-6.4%	3.2%	-1.1%	.	-3.9	-28.1	.	-0.6%	.	10.4
CCSC1=C(C#N)C(c2ccc(OC)c(OC)c2)CC(=O)N1 (stereo not drawn)	-16.8%	0.0%	-2.2%	0.1%	9.0	4.1	-0.6%	3.1%	2.5	-14.3
COc1ccc(Br)cc1C(=O)Nc1ccc(N2CCN(S(C)(=O)=O)CC2)cc1	3.3%	2.8%	-4.9%	10.4%	14.3	10.1	0.6%	7.9%	-0.6	-20.1
CC1CC(C)CN(C(=O)CSc2nc(Cc3cccs3)nc3ccccc23)C1 (stereo not drawn)	?	0.4%	-1.5%	0.8%	-2.4	15.0	-2.7%	-9.0%	-1.6	-17.2
N#CCc1ccc(C(=O)c2ccccc2F)s1	?	-2.2%	-8.6%	18.5%	-8.0	12.8	0.8%	6.3%	0.5	-18.9
Cc1ccccc1CN1C[C@@H]2C[C@@H](c3cn[nH]c3-c3ccc(F)cc3)N3CCC[C@@]23C1=O	?	2.8%	-6.7%	0.4%	7.3	3.3	10.3%	-2.0%	2.9	-8.0
COc1ccc(OC)c(/C=N/c2oc(-c3ccco3)c(-c3ccco3)c2C#N)c1	0.1%	12.7%	-26.6%	-1.6%	-8.0	0.9	-1.0%	5.8%	-44.1*	-0.5
O=C(NNC(=O)C1CCN(S(=O)(=O)c2cccc(Cl)c2)CC1)C1CC1	-2.3%	-1.1%	-3.4%	-8.6%	-9.1	3.2	-2.2%	-6.9%	4.7	-0.6
CCC1=NN(C(=O)c2ccc(Cl)cc2)C(O)(c2ccccc2)C1 (stereo not drawn)	?	-5.8%	0.7%	-12.0%	-2.4	-8.2	6.2%	5.9%	5.6	-22.4
Cc1c(C(=O)N(Cc2nnc(-c3ccccc3Cl)o2)C2CC2)oc2ccccc12	-9.3%	2.2%	0.5%	.	-0.2	-15.9	.	.	.	14.4
O=C(CC1Sc2ccccc2NC1=O)c1ccc(Br)cc1 (stereo not drawn)	?	6.8%	2.5%	6.4%	-0.8	5.7	-0.3%	-0.1%[46.1 µM]	1.3	0.0

Next part; it opens with the two that closed the last part.
SMILES	Chronic BCR inh	A-T KAP1 phos	Tb PFK inh	CXXC DNA block	hERG WT inh	TSHR antag	GALK inh	TCR activator	FBPA coupling cs	Giardia killer
Cc1c(C(=O)N(Cc2nnc(-c3ccccc3Cl)o2)C2CC2)oc2ccccc12	-9.3%	2.2%	0.5%	.	-0.2	-15.9	.	.	.	14.4
O=C(CC1Sc2ccccc2NC1=O)c1ccc(Br)cc1 (stereo not drawn)	?	6.8%	2.5%	6.4%	-0.8	5.7	-0.3%	-0.1%[46.1 µM]	1.3	0.0
COc1ccc(/C=N/Nc2ncc(C(F)(F)F)cc2Cl)cc1OC	?	-6.4%	4.0%	-5.4%	31.7	19.2	2.7%	-1.7%[46.1 µM]	5.2	21.0
COc1ccc(OCC(=O)Nc2cc(NC(=O)COc3ccc(OC)cc3)cc(C(=O)O)c2)cc1	2.3%	-3.5%	-2.9%	-22.9%	7.3	-6.3	3.9%	.	9.1	3.1
O=c1c2cc(NC(=S)NCCCN3CCC(Cc4ccccc4)CC3)ccc2nc2n1CCCCC2	?	0.2%	-15.5%	14.7%	-28.7	5.7	8.0%	-9.1%	-4.2	1.1
CCOc1cccc(-c2nnc(SCC(=O)Nc3cccc(OC)c3)n2N)c1	-0.8%	7.4%	-2.0%	-2.8%	-1.6	-10.9	-0.7%	3.2%	-1.1	-6.7
COc1ccc(/C=N/NS(=O)(=O)c2ccccc2)cc1OC(=O)c1ccc(C)cc1	26.3%	1.0%	0.3%	-13.7%	5.4	-14.6	-0.2%	-62.3%	-1.8	7.9
N#Cc1ccc(C2=CC(=O)C[C@H](c3ccc(F)cc3)C2)cc1	3.3%	-4.8%	-0.5%	.	-5.8	-9.6	.	-4.7%	.	-2.9
COc1ccccc1NC(=O)CN1CCN(c2ccccc2)CC1	-2.3%	-2.5%	-5.0%	2.1%	-7.6	-4.8	-8.0%	-7.1%	0.6	18.9
O=C(Nc1cccc(S(=O)(=O)NC2=NCCCCC2)c1)c1cc(-c2ccncc2)nc2ccccc12	-2.8%	-11.2%	0.4%	-5.3%	11.1	-6.6	-1.0%	-20.5%	-2.2	22.8
CCN(CC)S(=O)(=O)c1cccc(NC(=O)COC(=O)/C=C/c2ccco2)c1	0.2%	-5.6%	-7.1%	11.9%	24.0	1.7	3.1%	6.7%[46.1 µM]	1.8	-21.0
CCOC(=O)c1ccccc1NC(=O)COC(=O)C1CC(=O)N(CCc2ccccc2)C1 (stereo not drawn)	-7.6%	1.6%	0.4%	.	-2.7	-12.8	.	-5.8%	.	-5.8
CCOC(=O)N1CCc2c(sc(NC(=O)CN3CCN(C)CC3)c2C(=O)Nc2ccccc2)C1	-1.4%	11.7%	-0.3%	3.7%	?	-7.7	-1.0%	-3.5%	-4.6	5.3
Cn1c(=O)c2ccccc2n(CC(=O)Nc2ccc3c(c2)OCCO3)c1=O	-20.8%	0.2%	-1.7%	-4.0%	-3.0	-9.9	-2.1%	-2.0%	2.2	23.0
COC(=O)c1ccc(Oc2nc(NC(C)C)nc(N(C)C)n2)cc1	1.4%	13.1%	-9.5%	-2.2%	-15.6	8.1	-0.3%	0.7%	4.1	-7.3
CN(C)/C=C(\C#N)S(=O)(=O)c1ccccc1	0.0%	4.9%	1.2%	-4.7%	2.9	-7.3	-0.3%	4.8%	0.0	-3.0
COc1cccc(N2CCN(CC(=O)NC(=O)NC3CCCCC3)CC2)c1	-1.0%	-3.7%	-3.0%	.	-2.7	-19.4	.	4.4%	.	13.9
O=C(Nc1ccccc1Cl)N(Cc1nc2ccccc2c(=O)[nH]1)Cc1cccs1	1.0%	-1.6%	6.1%	11.5%	-18.7	4.5	2.5%	-2.7%[46.1 µM]	2.0	2.8
O=C(O)CN1CCOCCOCCN(CC(=O)O)CCOCCOCC1	0.8%	-0.4%	-5.9%	-0.5%	.	-2.2	6.3%	.	2.3	.
CCC(=O)c1ccc(OCC(=O)N2CCN(C(=O)c3ccccc3)CC2)cc1	-1.5%	10.8%	-7.2%	.	5.3	21.1	.	-4.9%	.	19.8

Assay outcomes from PubChem BioAssay.
